Screening results from PubChem BioAssay.
CHO-K1 Ca antag = M1 antagonist counterscreen hit in parental CHO-K1 cells | ATP-induced calcium, Fluo-8 fluorescence | inhibition, % at 3 µM | hit rate 0.6% among 360,000 | AID 602250;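 active = inhibition above a per-plate cutoff, the plate's mean sample inhibition plus 3 SD, cut at about 24% in these data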;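 note: 0% = DMSO plus EC80 ATP and 100% = DMSO alone without ATP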
TAAR1 antag = human TAAR1 antagonists, primary screen, Fluo-8 calcium fluorescence, CHO RD-HGA16 cells. hit rate 1.5% among 360,000. inhibition, % at 3 µM. Trace amine-associated receptor 1 (Homo sapiens), Q96RJ0. antagonist;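 active = inhibition above a per-plate cutoff, the mean inhibition of test compounds on that plate plus 3 SD, cut at about 49% in these data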;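 note: 0% = DMSO plus EC80 beta-PEA response and 100% = DMSO alone without agonist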
Target sequence (Q96RJ0 whole entry, looked up): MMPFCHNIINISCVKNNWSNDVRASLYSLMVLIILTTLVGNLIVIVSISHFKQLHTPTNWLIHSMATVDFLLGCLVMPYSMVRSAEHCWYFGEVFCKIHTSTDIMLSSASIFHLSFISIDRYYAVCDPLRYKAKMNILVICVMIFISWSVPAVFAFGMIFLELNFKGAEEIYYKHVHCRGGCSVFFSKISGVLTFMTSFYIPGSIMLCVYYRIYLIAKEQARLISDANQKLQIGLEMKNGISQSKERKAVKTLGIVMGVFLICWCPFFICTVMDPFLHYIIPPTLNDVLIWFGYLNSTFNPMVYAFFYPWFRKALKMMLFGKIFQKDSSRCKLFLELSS
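Test system: hTAAR1-expressing CHO RD-HGA16 cells, Gα16-coupled; Probe or stimulus: EC80 β-phenethylamine stimulus; Compound dosing: single nominal final test compound concentration of 3 µM; Timing: 140 s kinetic read after compound, 140 s after agonist; Signal: Fluo-8 calcium-sensitive fluorescence; Measure: % inhibition of agonist calcium response; Controls: DMSO and EC80 PEA controls.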
CHO-K1 Ca ag = counter-screen for M1 agonists: effect in parental CHO-K1 cells. AID 602248, 2012. activation, % at 3 µM. Fluo-8 calcium fluorescence; scaled to maximal ATP response, vehicle zero. hit rate 0.48% among 360,000; in the data active = activation above about 15%;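 note: untransfected CHO-K1 host cells lacking M1 receptor as counterscreen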
GPR7 antag = GPR7 receptor antagonists, primary screen, cell-based, fluorescence, single concentration; inhibition, % at 4.4 µM; GPR7-expressing cells, fluorescence antagonist assay; AID 1861, 2009; hit rate 1.1% among 290,000; in the data active = inhibition above about 16%, passing the limit was not always enough;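 note: cells stimulated with the agonist NPW; 0% = agonist with vehicle and 100% = vehicle without agonist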
Target sequence (P48145 whole entry, looked up): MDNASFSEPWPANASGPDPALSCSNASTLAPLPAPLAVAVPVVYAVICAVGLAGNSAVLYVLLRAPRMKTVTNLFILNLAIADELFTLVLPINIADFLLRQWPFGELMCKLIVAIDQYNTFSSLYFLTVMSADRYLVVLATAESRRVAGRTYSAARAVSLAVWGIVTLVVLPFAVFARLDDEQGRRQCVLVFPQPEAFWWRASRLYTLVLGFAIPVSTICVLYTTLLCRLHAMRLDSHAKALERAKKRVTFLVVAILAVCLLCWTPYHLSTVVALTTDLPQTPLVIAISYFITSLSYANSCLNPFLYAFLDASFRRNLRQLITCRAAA
OXTR potentiator = human OXTR potentiators, primary screen, fluorescence, CHO-OTR cells, Fluo-8 calcium | Fluo-8 calcium fluorescence, potentiator mode; 0% = oxytocin EC15, 100% = EC100 | activation, % at 3 µM | Oxytocin receptor (Homo sapiens), P30559 | AID 2445, 2010 | hit rate 0.061% among 320,000;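 active = activation above that plate's cutoff, the mean activation of tested compounds plus 3 SD, cut at about 6.6% in these data, passing the limit was not always enough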;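 note: 100% uses oxytocin at 75 nM as the full agonist control; some results filed as inactive read as strong as hits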
Target sequence (P30559 whole entry, looked up): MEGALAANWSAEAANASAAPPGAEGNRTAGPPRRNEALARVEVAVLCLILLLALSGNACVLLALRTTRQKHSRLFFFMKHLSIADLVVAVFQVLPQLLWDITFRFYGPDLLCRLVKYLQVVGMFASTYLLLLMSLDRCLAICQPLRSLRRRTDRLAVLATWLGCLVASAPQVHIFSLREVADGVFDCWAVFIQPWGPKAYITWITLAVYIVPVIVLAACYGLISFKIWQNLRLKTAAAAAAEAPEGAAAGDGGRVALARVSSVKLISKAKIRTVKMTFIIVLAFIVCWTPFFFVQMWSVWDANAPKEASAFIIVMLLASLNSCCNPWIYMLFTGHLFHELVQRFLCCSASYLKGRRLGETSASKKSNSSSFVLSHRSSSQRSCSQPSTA
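test system = CHO-OTR cells, human receptor | compound = single-point 3.0 µM | schedule = 6 min compound pre-incubation at room temperature, 100 s kinetic read | signal = Fluo-8 no-wash calcium dye fluorescence, excitation 470-495 nm, emission 515-575 nm | repeats = single well per compound, singlicate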
V1aR counter = agonists of human V1a receptor, primary screen, counter-screen for OXTR agonist project, fluorescence, CHO-V1R cells | Vasopressin V1a receptor (Homo sapiens), P37288 | Fluo-8 calcium fluorescence, agonist mode; 0% DMSO, 100% 3 nM vasopressin | activation, % at 3 µM | hit rate 0.25% among 320,000 | AID 2797, 2010;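 active = activation above the mean activation of all tested compounds plus 3 SD, per screening run, cut at about 20% in these data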;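 note: signal is peak over basal fluorescence ratio across a 100 second FLIPR read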
CHO-K1 Ca PAM = nonselective calcium activators in parental CHO-K1 cells, primary screen, counter-screen for M1 PAM project, cell-based, Fluo-8 calcium fluorescence, full deck, 1536-well; ATP EC20; 0% at ATP EC20, 100% at ATP max; activation, % at 3 µM; hit rate 0.02% among 360,000; AID 602247, 2012;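 active = activation above the run cutoff, the mean activation of all test compounds plus 3 SD, cut at about 40% in these data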;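 note: peak over basal fluorescence ratio in a 140 s read after ATP addition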
OXTR ag = human OXTR agonists, primary screen, fluorescence, CHO-OTR cells, Fluo-8 calcium; Oxytocin receptor (Homo sapiens), P30559; Fluo-8 calcium fluorescence; normalized: DMSO 0%, oxytocin 100%; activation, % at 3 µM; hit rate 0.32% among 320,000;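 active = activation above the mean of all tested compounds plus 3 SD, cutoff set per screening run, cut at about 20% in these data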;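 note: peak over basal fluorescence ratio from a 100 s FLIPR kinetic read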
CHO parental Ca = ATP-evoked calcium signal inhibitors, parental CHO, primary screen, counter-screen for OX1R antagonist project, cell-based, fluorescence, Fluo-8 calcium dye; parental CHO-K1, ATP-induced calcium, Fluo-8 fluorescence; inhibition, % at 5.6 µM; hit rate 0.63% among 330,000; AID 463079, 2010;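 active = inhibition above that plate's mean sample inhibition plus 3 SD, cut at about 26% in these data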;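 note: 0% = ATP-challenged DMSO wells and 100% = DMSO wells without ATP; some compounds past the cut are filed as inactive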
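Test system: parental CHO cells; detection: calcium-sensitive Fluo-8 fluorescence; evaluation: percent inhibition of calcium signal; also added: ATP as calcium-mobilizing challenge; repeats: one well per compound; control set: ATP-challenged DMSO wells low, unchallenged DMSO wells high; compound: single nominal dose of 5.6 µM per compound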
Active calls of the source: *; x = not tested or not shown. An unsorted share of the library; any-hit rate near 3.5%.

SMILES	CHO-K1 Ca antag	TAAR1 antag	CHO-K1 Ca ag	GPR7 antag	OXTR potentiator	V1aR counter	CHO-K1 Ca PAM	OXTR ag	CHO parental Ca
CC(C(=O)N(C)C)N1c2cccc3cccc(c23)S1(=O)=O (stereo unspecified)	-11.5	15.4	1.3	-4.1	1.6	0.2	16.4	-0.1	-11.5
N/C(=N\OC(=O)N1c2ccccc2Sc2ccccc21)c1ccccc1	-0.3	-2.1	0.6	-14.5	-5.8	-0.3	10.1	-2.7	-12.8
Cc1ccc(S(=O)(=O)N2CCCCC2)cc1NC(=O)COC(=O)C1=COCCO1	7.9	14.4	-0.1	-10.1	-8.7	1.7	-10.5	-1.1	-12.1
O=C(CN1C(=O)C2CC=C(Cl)CC2C1=O)N1CCOCC1 (stereo unspecified)	-4.4	-19.8	0.1	0.9	-17.4	1.1	2.4	5.9	-7.2
Cc1cccc(NC(=O)C(C)N2C(=O)C3C4CC(C(Br)C4Br)C3C2=O)c1 (stereo unspecified)	-3.3	19.1	1.1	9.7	-8.9	6.7	6.9	8.4	4.9
O=C1CC(Nc2ccccc2)C(=O)N1CCc1ccccc1 (stereo unspecified)	4.2	5.6	0.5	-10.3	-16.2	1.7	1.9	-1.0	5.9
O=S(=O)(Nc1ccc(-c2nnc(SCc3ccc(Cl)cc3)o2)cc1)c1ccccc1	0.2	37.1	0.0	-7.8	-4.9	1.9	6.5	-0.8	-0.8
Cc1cccc(C)c1-n1nnnc1-c1nc2ccccc2[nH]c1=O	-13.2	-7.2	1.1	x	x	x	20.8	x	x
CC(C)(C)C(=O)Oc1cc(N)n(S(=O)(=O)c2ccccc2)n1	1.1	-3.8	0.4	-1.3	-10.3	0.3	8.3	-1.4	-6.9
CC(C)(C)OC(=O)N[C@H](C(=O)OC(C)(C)C)c1ccc2ccccc2c1	-13.7	-12.5	0.2	x	-2.3	-0.1	15.8	1.7	-9.6
CCN(CC(=O)NCc1cccs1)C(=O)CCC(=O)c1ccc(F)cc1	7.5	-11.4	-0.4	x	-1.3	-0.5	19.8	-1.9	-11.1
CCN1C(=O)/C(=C2\SC(=S)N(NC(=O)c3ccccc3O)C2=O)c2ccccc21	-8.1	-4.4	2.6	-8.6	-2.7	0.4	19.9	-0.4	-1.2
O=C(CSc1nc2ccccc2c(=O)[nH]1)N1CCN(S(=O)(=O)c2ccccc2)CC1	17.8	x	0.5	2.0	-6.0	0.3	1.1	-0.1	-3.7
CC(=O)C1=C(O)C(=O)N(CCCO)C1c1ccccc1 (stereo unspecified)	-12.2	17.1	0.1	-9.1	-1.0	0.7	-6.2	0.8	-9.5
CN(C)S(=O)(=O)c1ccc(C(=O)NCCOc2ccc(F)cc2)cc1	5.0	-4.0	2.1	1.2	-2.9	0.9	9.6	1.3	-14.8
CN(CC(=O)N1CCN(c2ccccn2)CC1)S(=O)(=O)c1ccc(Br)cc1	9.3	0.5	1.5	-7.7	-16.5	6.5	-4.0	-1.8	-24.9
O=C(N=Nc1c(O)[nH]c2ccccc12)c1cc(NS(=O)(=O)c2cccs2)cc(NS(=O)(=O)c2cccs2)c1	-16.7	-11.9	2.1	-3.6	-19.5	-0.3	12.4	0.2	9.6
CC1CCCC(NS(=O)(=O)c2cc(Br)cnc2N)C1C (stereo unspecified)	-9.7	-4.4	0.5	-9.6	-10.4	-1.6	-4.1	-2.7	4.4
Fc1ccc(CCNC(=S)Nc2ccc(F)c(Cl)c2)cc1	25.3*	22.8	14.5	3.9	-15.2	7.4	-1.9	10.1	31.9*
O=C(Nc1cccnc1)c1ccccc1O	-12.4	14.9	0.1	6.5	3.5	1.0	6.1	0.8	-6.2
CCN(CC)CCCN=C(C)C1=C(O)c2ccccc2C1=O	-1.5	-1.5	-0.8	-13.0	2.6	-0.7	5.4	-1.3	-5.1
Clc1ccc2nc(-c3ccc(Br)s3)cn2c1	22.5	10.7	-0.3	-1.1	-0.7	-0.8	-8.3	-1.7	-25.0
COc1ccc(C(=O)Cn2nnc(-c3ccccc3NC(=O)C3CC3)n2)cc1	5.5	-9.3	0.1	-4.2	1.1	-0.2	13.1	-0.8	-27.5
Cc1ccc(S(=O)(=O)NCCC(=O)NCc2ccccc2)cc1	-5.7	12.8	0.2	-1.1	2.3	0.8	2.0	-0.3	-16.0
CC1CCCCN1CCCNC(=O)C1CCN(c2nnc(-n3cccc3)s2)CC1 (stereo unspecified)	-14.5	0.0	-0.1	-1.4	-5.5	-0.4	22.4	-1.3	9.1

Sorted by the number under TAAR1 antag (falling): some entries from above.
structure	TAAR1 antag
O=S(=O)(Nc1ccc(-c2nnc(SCc3ccc(Cl)cc3)o2)cc1)c1ccccc1	37.1
Cc1ccc(S(=O)(=O)NCCC(=O)NCc2ccccc2)cc1	12.8
Clc1ccc2nc(-c3ccc(Br)s3)cn2c1	10.7
Cc1cccc(C)c1-n1nnnc1-c1nc2ccccc2[nH]c1=O	-7.2
CCN(CC(=O)NCc1cccs1)C(=O)CCC(=O)c1ccc(F)cc1	-11.4
CC(C)(C)OC(=O)N[C@H](C(=O)OC(C)(C)C)c1ccc2ccccc2c1	-12.5

Continuation:
SMILES	CHO-K1 Ca antag	TAAR1 antag	CHO-K1 Ca ag	GPR7 antag	OXTR potentiator	V1aR counter	CHO-K1 Ca PAM	OXTR ag	CHO parental Ca
O=S(=O)(c1ccccc1)N1CCN(Cc2nnc(-c3ccccc3)o2)CC1	5.5	-25.1	1.1	x	x	x	13.9	x	x
CC(=O)c1ccc(OCc2cc(C(=O)N(C)Cc3ccccn3)no2)cc1	2.5	-28.0	1.5	-5.8	x	x	-13.0	x	x
Cc1ccc(N(CCC#N)C(=O)COC(=O)C2CCN(S(=O)(=O)c3ccc(C)c(C)c3)CC2)cc1	-0.8	-27.5	0.2	x	-8.9	-0.7	-3.3	-0.7	-15.6
COCc1cc(C)nc(SCC[N+](C)(C)CC(=O)c2ccccc2)c1C#N	-11.1	-5.1	0.2	-9.2	-3.1	0.9	5.6	-0.9	-8.8
O=C(NCc1ccccc1)C1(c2ccccc2)CCN(S(=O)(=O)c2ccccc2)CC1	12.7	21.1	1.6	-1.2	-5.8	-0.2	-15.2	-0.5	-22.8
CC[n+]1oc(-c2ccccc2)cc1C	0.6	9.7	0.3	-11.2	-4.5	0.3	10.4	0.0	-2.8
Cc1cc(C)n2nc(SCC(=O)NC3(C#N)CCCCC3)nc2n1	-3.8	2.4	-0.1	x	x	x	3.0	x	x
COC(=O)C(Cc1ccccc1)NC(=S)NC(=O)c1ccccc1 (stereo unspecified)	-16.1	-8.9	0.3	-12.0	-3.6	-1.1	9.3	-2.3	-20.1
NS(=O)(=O)c1ccc(CCNC(=O)/C=C/c2ccccc2[N+](=O)[O-])cc1	-11.3	22.9	0.6	4.5	-7.3	-0.6	13.9	-0.2	-6.7
Clc1ccc(-c2nnc3ccccn23)cc1	1.6	8.1	-0.3	-10.2	-14.7	-0.9	7.8	-2.5	-12.4
Cc1cc(Br)ccc1NC(=O)C1CSC2(C)CCC(=O)N12 (stereo unspecified)	4.8	-26.4	0.6	x	7.4	-0.1	17.1	-1.1	-21.1
CC1CCN(C(=O)COC(=O)c2ccc3c(c2)OCCO3)CC1	-10.2	5.2	0.7	x	-0.6	0.7	12.2	1.5	4.9
Cc1cccc(Cc2c(C)nc3c(C(=O)N4CCN(Cc5ccc6c(c5)OCO6)CC4)cnn3c2C)c1	1.7	7.6	0.6	0.1	-6.8	1.2	-3.2	-0.1	-13.8
CC(C)Cc1nnc(NC(=O)CCC(=O)Nc2ccc(F)cc2)s1	11.2	-5.3	0.1	-3.5	-19.6	3.4	11.2	2.0	-13.5
CN(C)C(=O)COC(=O)c1ccccc1Nc1ccc(SC(F)F)cc1	-5.2	-0.6	7.0	-13.9	-3.8	-0.6	24.8	-2.1	-29.0
CN(C)/C(=C\C(=O)c1ccccc1)C(=O)c1ccccc1	-9.3	-10.8	0.0	x	x	x	-0.9	x	x
CC(OC(=O)c1cc(Cl)ccc1[N+](=O)[O-])C(=O)NC(C)c1ccc(F)cc1 (stereo unspecified)	-0.2	9.8	2.4	-6.8	-4.8	3.7	-5.8	0.7	-19.5
CSc1cc(-c2ccccc2)n(Cc2ccc(Cl)cc2Cl)c(=O)c1C#N	-15.0	-4.3	0.5	-8.4	-7.2	0.2	18.0	0.5	3.9
CN(C)CCCN1C(=O)CSC1c1ccccc1 (stereo unspecified)	-16.1	-14.6	0.1	-4.5	-6.2	-0.3	20.2	0.8	-2.8
O=C(NC1CCOC1=O)OCc1ccccc1 (stereo unspecified)	-8.9	-26.7	0.4	x	x	x	8.2	x	x
CCc1ccccc1NC(=O)Nc1cccs1	5.0	6.5	3.8	-18.3	-5.0	4.0	8.0	1.9	-2.7
O=C(CCc1nnc(C2CCCCC2)o1)N1CCN(c2ccccc2F)CC1	-7.5	-22.6	1.0	-9.8	-2.7	-0.4	8.8	-0.2	45.9*

In another format: three of the compounds above.
Each structure is followed by: CHO-K1 Ca antag | TAAR1 antag | CHO-K1 Ca ag | GPR7 antag | OXTR potentiator | V1aR counter | CHO-K1 Ca PAM | OXTR ag | CHO parental Ca
CSc1cc(-c2ccccc2)n(Cc2ccc(Cl)cc2Cl)c(=O)c1C#N
→ -15.0 | -4.3 | 0.5 | -8.4 | -7.2 | 0.2 | 18.0 | 0.5 | 3.9
Cc1ccc(N(CCC#N)C(=O)COC(=O)C2CCN(S(=O)(=O)c3ccc(C)c(C)c3)CC2)cc1
→ -0.8 | -27.5 | 0.2 | x | -8.9 | -0.7 | -3.3 | -0.7 | -15.6
CC[n+]1oc(-c2ccccc2)cc1C
→ 0.6 | 9.7 | 0.3 | -11.2 | -4.5 | 0.3 | 10.4 | 0.0 | -2.8
